Bioassay records: PubChem, several laboratories
NR2E3 ag-1 – activates human NR2E3 receptor. Q9Y5X4. CHO-S Gal4-NCOR/VP16-NR2E3 two-hybrid, luciferase. inhibition of corepressor binding, % at 3.98 µM. 360,000 compounds, 0.35% hits. AID 602229;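 active = inhibition above the mean of all tested compounds plus 3 SD, cut at about 70% in these data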;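 also: 0% = DMSO with NR2E3 transfected cells and 100% = cells lacking NR2E3 construct; higher means lower luciferase signal from less NR2E3 corepressor binding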
Target sequence (Q9Y5X4 whole entry, looked up, the tested form may be a part): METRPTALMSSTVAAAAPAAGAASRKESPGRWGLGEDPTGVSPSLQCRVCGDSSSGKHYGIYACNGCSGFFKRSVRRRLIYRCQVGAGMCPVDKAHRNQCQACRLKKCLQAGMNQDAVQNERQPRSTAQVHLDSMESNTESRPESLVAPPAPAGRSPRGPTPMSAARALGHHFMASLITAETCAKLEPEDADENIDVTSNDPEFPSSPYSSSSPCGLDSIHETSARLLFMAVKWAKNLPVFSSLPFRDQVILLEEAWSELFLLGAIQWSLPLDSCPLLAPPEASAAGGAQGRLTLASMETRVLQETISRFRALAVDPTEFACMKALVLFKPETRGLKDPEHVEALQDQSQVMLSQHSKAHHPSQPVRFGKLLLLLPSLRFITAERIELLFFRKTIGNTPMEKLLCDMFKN
NR2E3 ag-2 – activates human photoreceptor nuclear receptor NR2E3. inhibition of corepressor binding, % at 4.78 µM. GST-NR2E3/biotin-RetCOR TR-FRET, 1536-well. AID 2300. Q9Y5X4. 320,000 compounds, 0.12% hits;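 active = percent inhibition above the cutoff of mean plus 3 SD of all tested compounds, set per screening campaign, cut at about 20% in these data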;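 also: 0% = DMSO wells and 100% = biotin wells as full block of FRET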
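System: GST-tagged NR2E3 plus biotinylated RetCOR corepressor; Buffer or medium: pH 7.5 Tris-based buffer; Probe or stimulus: RetCOR corepressor, biotinylated, 7 nM; Doses: compound at 4.8 µM, single dose; Schedule: 5 h incubation at 4 °C; Technique: time-resolved FRET; Evaluation: percent inhibition of TR-FRET ratio; Replication: one well per compound, singlicate testing.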
HIF-2a inh – inhibitors of HIF-2a. 786-0 RCC cells HIF-2a reporter, luciferase luminescence, overnight. inhibition, % at 18.8 µM. 360,000 compounds, 0.72% hits;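 active = inhibition of the luminescence signal of 40% or more relative to plate controls, in a single-dose primary screen at 18.75 µM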
iPSC survival up – increases survival of single human iPS cells | hiPSC single-cell survival, ATPlite luminescence; 100% = ROCK inhibitor wells, 0% = DMSO | survival enhancement, % at 20 µM | 360,000 compounds, 0.044% hits; in the data active = survival enhancement above about 18%;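 also: cells exposed to compounds for 16 hours before the ATP read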
Peg3 prom inh – reduces Peg3 promoter-driven luciferase expression in HeLa | HeLa PEG-Prom luciferase reporter, luminescence, overnight | 360,000 compounds, 1.7% hits | inhibition, % at 20 µM | AID 588405;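 active = inhibition of at least 50% at 20 µM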
PDI turbidity – PDI (human) enzyme inhibition; P07237; PDI insulin aggregation turbidity, A650, 90 min; inhibition, % at 10 µM; 350,000 compounds, 0.052% hits;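 active = mean inhibition across replicates of 30% or more, whatever share of single replicates reach that level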;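 also: absorbance from insulin aggregation driven by PDI reduction with DTT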
Target sequence (P07237 whole entry, looked up): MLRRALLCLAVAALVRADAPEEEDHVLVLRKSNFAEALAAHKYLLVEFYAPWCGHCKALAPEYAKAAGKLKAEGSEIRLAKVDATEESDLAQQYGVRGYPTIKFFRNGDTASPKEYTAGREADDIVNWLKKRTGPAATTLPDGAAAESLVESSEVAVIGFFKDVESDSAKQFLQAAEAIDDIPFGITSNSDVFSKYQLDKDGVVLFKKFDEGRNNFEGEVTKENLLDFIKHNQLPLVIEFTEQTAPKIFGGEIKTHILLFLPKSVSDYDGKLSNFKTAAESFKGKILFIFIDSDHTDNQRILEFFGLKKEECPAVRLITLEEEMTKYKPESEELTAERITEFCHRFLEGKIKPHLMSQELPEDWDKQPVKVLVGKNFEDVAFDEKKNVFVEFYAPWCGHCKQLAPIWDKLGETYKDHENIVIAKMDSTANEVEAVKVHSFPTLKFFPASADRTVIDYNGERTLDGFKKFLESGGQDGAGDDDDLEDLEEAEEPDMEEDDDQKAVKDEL
Granule exo inh – blocks lytic granule exocytosis. TALL-104 LAMP-1 surface exposure, flow cytometry; cells stimulated with thapsigargin and PMA. inhibition, % at 10 µM. 360,000 compounds, 0.66% hits. AID 651702;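 active = inhibition above about 55%, limit read from the data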
MITF TRPM1 inh – reduces MITF-dependent TRPM1 promoter luciferase signal; SK-MEL-5 TRPM1 promoter luciferase, 24 h; inhibition, % at 12.5 µM; 330,000 compounds, 0.83% hits; AID 488899;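 active = mean inhibition across replicates of 60% or more, whatever share of single replicates reaches that level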; also: values of inactives mirror those of a sister screen read the other way
CaV13 FRET inh – Primary screen for inhibitors of IQ motif and Ca2+-dependent inactivation inhibitor domain binding in CACNA1D, Förster resonance energy transfer in living cells, …; HEK cells, CFP/YFP FRET ICDI-IQ, plate reader, 10 min; percent FRET-ratio fall versus neutral wells; inhibition, % at 12.3 µM; 340,000 compounds, 0.098% hits; AID 743397;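 active = mean replicate inhibition of at least 30% and at least 1% of replicates passing that level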;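 also: 0% = median of the neutral control wells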
aDG glyco up – alpha-DG glycosylation activation. Pro5-aDG cells, alpha-DG glycosylation AlphaScreen (IIH6); 0% Pro5, 100% B10-LARGE cell signal. activation, % at 10 µM. 360,000 compounds, 0.22% hits;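 active = activation of at least 8% versus controls, or a plate z-score of at least 8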;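 also: Pro5 are CHO cells carrying HIG-tagged alpha-DG that lacks glycosylation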
Vif inh – HIV Vif inhibition. 340,000 compounds, 0.35% hits. HEK293T cells, Vif self-association by quenched fluorescence, imaging, 24 h. inhibition, % at 7.49 µM; in the data active = inhibition above about 50%, passing the limit was not always enough; also: some results filed as inactive read as strong as hits
* = called active by the depositor; nt = not tested or not shown.

SMILES | NR2E3 ag-1 | NR2E3 ag-2 | HIF-2a inh | iPSC survival up | Peg3 prom inh | PDI turbidity | Granule exo inh | MITF TRPM1 inh | CaV13 FRET inh | aDG glyco up | Vif inh
Cc1ccc(S(=O)c2snnc2C)cc1 (stereo unspecified) | 2 | -4 | 20 | -0.5 | 8 | 9 | -3 | 17 | -22 | 0.2 | -1
O=C(Oc1ccc(N2C(=O)CCC2=O)cc1)c1ccccc1Cl | -8 | -2 | 25 | 0.3 | 22 | 4 | -2 | 40 | -7 | 0.0 | -2
COc1ccc(S(=O)(=O)N2CCC(C(=O)N[C@@H](C)C(=O)NC3CCCC3)CC2)cc1 | -24 | 4 | 4 | -0.1 | -9 | -9 | -2 | 0 | -13 | 1.9 | 2
c1ccc(CCCNc2ncnc3nc[nH]c23)cc1 | 6 | -2 | -76 | -0.8 | -41 | -9 | 7 | nt | -6 | 0.0 | nt
CN1C(=O)/C(=C/c2ccc(O)c([N+](=O)[O-])c2)NC1=S | 21 | -6 | 8 | -1.4 | 17 | 12 | 2 | 12 | -4 | -0.2 | 6
COc1ccc(N(CCC#N)C(=O)/C(C#N)=C/c2cccs2)cc1 | -9 | 4 | 29 | -1.7 | 17 | 0 | 4 | 10 | 6 | -0.2 | 0
Cc1nc(SCC(=O)NCC2CCCO2)c2c(C)c(C)sc2n1 (stereo unspecified) | 8 | nt | 10 | -0.4 | -2 | 6 | 1 | -5 | -3 | 0.2 | -3
Cn1ccc2c(/C=C/c3ccc(F)cc3)cc3c(c21)C1CCC3O1 (stereo unspecified) | 34 | nt | -16 | -2.3 | -23 | nt | -2 | nt | -6 | 1.6 | nt
CN(CC(=O)Nc1ccc(Cl)cc1)C(=O)c1ccc(S(=O)(=O)Nc2ccccc2)cc1 | 17 | -2 | 17 | -0.3 | 4 | 13 | 4 | 18 | -1 | -0.1 | -1
Cc1nc2c(C(=O)NCc3ccc4c(c3)OCO4)cnn2c(C)c1Cc1ccc(F)cc1Cl | -14 | 4 | 7 | -1.3 | 16 | 0 | 2 | 15 | -9 | 0.2 | nt
Cc1nc2ccc(Br)cn2c1C(=O)N/N=C\c1ccccc1Cl | -31 | 1 | 10 | 0.5 | 0 | -28 | -12 | -2 | -3 | -0.2 | 3
CC1(C)CC2CC(C)(CN2C(=O)CN2C(=O)c3ccccc3C2=O)C1 (stereo unspecified) | -29 | 3 | 16 | 1.1 | -28 | -6 | -4 | -1 | -4 | -0.1 | 1
Cc1cc(NCc2ccccn2)n2ncc(-c3ccc(Cl)cc3)c2n1 | -129 | -4 | -224 | -0.6 | -207 | 7 | 82* | -69 | -20 | 3.0* | -1
COc1cc(C(=O)Nc2ccc(C(=O)c3ccncc3)cc2)cc(OC)c1OC | 12 | nt | -6 | -2.1 | -1 | -1 | 13 | nt | -10 | 0.0 | 12
COc1cccc(COC(=O)CCNC(=O)c2ccc(Cl)cc2)c1OC | -5 | -3 | 14 | -0.4 | 0 | -4 | 4 | 1 | -4 | 0.0 | -6
CCCN1CCC(=NNc2ccc(S(=O)(=O)N3CCOCC3)cc2[N+](=O)[O-])CC1 | 17 | -1 | 8 | -0.5 | -23 | 5 | 18 | 3 | -4 | 0.0 | 1
OCCc1ccc(NCCc2cccs2)cc1 | -64 | nt | -248 | 0.4 | -313 | nt | -3 | nt | -10 | -0.3 | -8
Cc1onc(NC(=O)c2ccc(Cl)cc2Cl)c1Br | -60 | -3 | -232 | 0.5 | -197 | 5 | 6 | -49 | -4 | 0.0 | 1
O=C(Cc1cccc2ccccc12)NNC(=O)Nc1ccc(Cl)cc1 | -40 | 1 | -196 | -0.7 | -102 | -1 | -5 | nt | -3 | 0.2 | nt
Cc1ccc(N2C(=O)N(CC(=O)NC(c3ccccc3)c3ccccc3)C(=O)C2C)cc1 (stereo unspecified) | -13 | -2 | -34 | 1.8 | -6 | -4 | -2 | 0 | -1 | -0.1 | 3
CC(C)(Oc1ccc(Cl)cc1)C(=O)Nc1ccc2oc(-c3ccncc3)nc2c1 | -15 | 0 | 5 | 2.5 | -12 | -16 | 0 | 8 | -2 | 0.1 | -9
CCOC(=O)c1[nH]c(C)c(C(=O)N2CCN(C(=O)OCC)CC2)c1CC | 23 | -1 | 16 | -1.9 | 2 | -6 | -2 | 10 | nt | 0.0 | -2
CCCN1C(=O)C(O)(CC(=O)c2cccc(OC)c2)c2ccccc21 (stereo unspecified) | -36 | -2 | 22 | 0.6 | 12 | -5 | 5 | -7 | -2 | 0.1 | -7
O=C(CC(c1ccccc1)c1cc(Cl)ccc1O)N1CCOCC1 (stereo unspecified) | -2 | 2 | 5 | 3.1 | 9 | 5 | 2 | -3 | -4 | -0.1 | 4
O=C(Nc1ncc2c(n1)-c1ccccc1CC2)c1cccs1 | -19 | 1 | -128 | -0.3 | -83 | 4 | -5 | 3 | -6 | -0.1 | 0
COc1ccccc1C(=O)Nc1ccon1 | -9 | 2 | -54 | -2.2 | -34 | 3 | 0 | 6 | -8 | -0.1 | 1
CCOC(=O)c1c(-c2ccccc2)oc2cc(Br)c(O)c(C=O)c12 | 6 | -8 | 15 | -0.1 | 69* | 6 | 35 | 14 | -4 | -0.1 | -20
COc1ccc(N2CCN(C(=O)CCn3nnc4ccccc43)CC2)cc1 | 10 | -2 | 1 | 1.8 | -9 | -6 | 1 | 2 | -4 | -0.1 | nt
O=C(O)c1cccc(-n2c(-c3cnccn3)n[nH]c2=S)c1 | 11 | 4 | 15 | -0.6 | -4 | 10 | 1 | -3 | -4 | -0.4 | -3
O=C(COC(=O)c1ccccc1Nc1cccc(C(F)(F)F)c1)NCc1ccco1 | 1 | 1 | 5 | 2.1 | 25 | 10 | 1 | 22 | -5 | 1.6 | 18

Look-ups from above.
NR2E3 ag-1, CC(C)(Oc1ccc(Cl)cc1)C(=O)Nc1ccc2oc(-c3ccncc3)nc2c1 reads -15
HIF-2a inh, O=C(CC(c1ccccc1)c1cc(Cl)ccc1O)N1CCOCC1 (stereo unspecified) reads 5

Remaining list, next part:
SMILES | NR2E3 ag-1 | NR2E3 ag-2 | HIF-2a inh | iPSC survival up | Peg3 prom inh | PDI turbidity | Granule exo inh | MITF TRPM1 inh | CaV13 FRET inh | aDG glyco up | Vif inh
O=C(c1ccccc1)c1ccc(-n2cnnc2)c([N+](=O)[O-])c1 | -45 | 3 | 4 | -0.3 | 10 | 0 | -6 | 15 | -7 | 0.6 | -10
COc1ccc(NC(=O)CN(C)CC(=O)N2CC(=O)Nc3ccccc32)cc1 | -23 | nt | 4 | -0.4 | -16 | -11 | 1 | -4 | -4 | -0.1 | 8
O=C1OCC/C1=C\c1ccc2c(c1)OCO2 | -23 | 4 | -19 | 0.4 | 30 | -1 | -4 | 8 | -2 | -0.1 | nt
O=C(CNS(=O)(=O)c1cccc2nsnc12)NCCc1ccccc1 | -18 | 0 | 4 | -0.1 | -16 | 8 | 0 | -2 | -3 | -0.2 | 1
CC(=O)NC(CCS(C)(=O)=O)C(=O)Nc1ccccc1C (stereo unspecified) | -26 | 4 | -3 | 5.1 | 0 | 2 | -5 | 9 | nt | 0.0 | nt
O=C1c2ccccc2NC(c2ccccc2O)N1c1ccc(F)cc1 (stereo unspecified) | -53 | -1 | -272 | -0.6 | -186 | -5 | 2 | -71 | -12 | 0.0 | 5
CCc1ccc(/C=N/n2c(C3CCCCC3)n[nH]c2=S)cc1 | 14 | 2 | -27 | -0.3 | 41 | 2 | -11 | 3 | -19 | -0.1 | -22
Cc1ccc(-c2nc(-c3ccncc3)no2)cc1 | -88 | nt | -284 | -0.5 | -265 | 7 | -6 | -23 | -4 | 0.1 | 2
O=C(c1ccc(NS(=O)(=O)c2ccc(F)cc2)cc1)N1CCCCC1 | 2 | -1 | 2 | -0.3 | 13 | -5 | -2 | -3 | -5 | -0.1 | 3
O=C1C=C(c2ccc(Br)c3ccccc23)C[C@@H](c2ccc3c(c2)OCO3)C1 | -17 | 0 | 4 | -2.5 | -4 | -9 | -4 | 6 | -6 | -0.4 | -3
O=C(N/C(=C\c1cccnc1)C(=O)N1CCC(O)CC1)c1ccccc1 | 10 | 0 | 3 | -0.6 | 10 | -3 | -13 | 4 | -6 | 0.1 | 30
COC(=O)C(NC(=O)c1ccccc1)C(C)(C)SCc1ccccc1 (stereo unspecified) | -19 | nt | 5 | -2.6 | 8 | 0 | 11 | nt | -5 | 0.1 | 15
CN(Cc1ccccn1)C(=O)c1ccc2nc(Cc3cccc(Cl)c3)oc2c1 | -52 | 6 | -33 | -0.4 | -6 | -5 | 1 | -12 | -5 | -0.1 | nt
O=C1Nc2ccccc2/C1=C/c1ccc([N+](=O)[O-])cc1 | -27 | 2 | -15 | -0.3 | 35 | 15 | 30 | 5 | -22 | -0.1 | -1
C=CCn1c(NCc2ccccc2OC)nc2ccccc21 | -8 | 0 | -88 | -0.3 | -57 | -2 | 2 | -14 | -19 | 0.1 | -3
COc1ccc(OCCNC(=O)c2ccccc2Cl)cc1 | -45 | 5 | 9 | 0.7 | 0 | -1 | -2 | 14 | -4 | 0.0 | -3
O=C(CN(C(=O)c1csnn1)c1ccc(Cl)cc1)NCc1ccc2c(c1)OCO2 | -15 | -1 | -13 | -0.5 | -25 | -3 | 12 | -7 | -3 | 0.2 | -6
OCCC1CN(CC2CC2)CCN1Cc1ccc(F)c(F)c1 (stereo unspecified) | -8 | -1 | 12 | 0.0 | -2 | 1 | -4 | 17 | -5 | 0.0 | -6
CCOC(=O)c1ccc2c(c1)[nH]c(=S)n2CC | -17 | 0 | -197 | -1.8 | -131 | -8 | 4 | -13 | -5 | -0.2 | 16
Cc1ccccc1NC(=O)C(=O)NCc1ccccn1 | -15 | 5 | -33 | -2.2 | -38 | 11 | 4 | -24 | -9 | -0.3 | 19
COc1ccc(-n2ncc3c2CC(C)(C)CC3NC(=O)C2CCN(C(C)=O)CC2)cc1 (stereo unspecified) | -8 | 1 | -46 | -0.3 | -45 | -5 | -2 | -8 | -4 | 0.0 | -6
NC(=O)CC(NC(=O)c1ccccc1)c1ccc(N2CCN(c3ccccn3)CC2)c([N+](=O)[O-])c1 (stereo unspecified) | -9 | 4 | 2 | -3.3 | -5 | -5 | -1 | -7 | -4 | -0.1 | 0
CCC1SC2=NC(C)=C(C(=O)OCCOC)C(c3ccc(C(=O)OC)cc3)N2C1=O (stereo unspecified) | 7 | 2 | 10 | 1.2 | -2 | -1 | -2 | 18 | -1 | 0.3 | -8
COc1ccc(C2Nc3ccccc3C(=O)N2Cc2ccccc2)cc1OC (stereo unspecified) | -21 | 2 | 10 | 0.5 | 6 | -1 | 7 | nt | -5 | 0.0 | 8
COc1ccc(OC)c(/C=C(\C)C(=O)c2c(C)cc(C)[nH]c2=O)c1 | -3 | 5 | 22 | 0.8 | 11 | 6 | 8 | 15 | -21 | -0.1 | -22
O=C(c1ccc2[nH]c(=O)c(=O)[nH]c2c1)N1CCc2ccccc2C1 | 2 | 3 | 16 | -0.2 | 18 | -10 | 2 | 5 | -8 | -0.3 | -4
